Screening data from PubChem.
PMI act: activators of human phosphomannose isomerase. 190,000 compounds, 0.005% hits. purified human PMI, coupled resazurin fluorescence, 20 min; hits give high values; 1 = vehicle control, 0 substrate-free wells. AID 1214. activation factor at 20 µM;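 active = activation factor of 2 or more at 20 µM, relative to plate controls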
Target sequence (P34949 whole entry, looked up): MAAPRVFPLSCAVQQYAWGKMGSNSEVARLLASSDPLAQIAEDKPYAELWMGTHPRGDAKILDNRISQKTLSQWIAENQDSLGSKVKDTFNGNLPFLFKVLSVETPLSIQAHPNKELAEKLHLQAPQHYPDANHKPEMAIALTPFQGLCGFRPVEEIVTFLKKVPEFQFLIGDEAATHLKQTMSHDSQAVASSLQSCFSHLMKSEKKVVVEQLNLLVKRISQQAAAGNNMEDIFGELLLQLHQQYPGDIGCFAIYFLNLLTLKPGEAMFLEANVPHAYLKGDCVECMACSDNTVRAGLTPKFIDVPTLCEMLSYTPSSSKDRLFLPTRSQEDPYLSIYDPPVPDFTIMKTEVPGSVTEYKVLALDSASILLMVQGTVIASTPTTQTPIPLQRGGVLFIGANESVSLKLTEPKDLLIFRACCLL
TR-FRET SRC-2 ct: counter-screen for PPARgamma SRC-2 recruitment agonists: TR-FRET artefact | hits give high values | 200,000 compounds, 0.4% hits | AID 1049 | TR-FRET ratio at 8 µM; in the data active = TR-FRET ratio above about 2000; note: inactives centre near 1500
PPARg SRC2 recr: promotes SRC-2 coactivator recruitment by human PPARgamma; activation, % at 8 µM; P37231; PPARgamma LBD-SRC-2 recruitment, biochemical; 200,000 compounds, 0.34% hits; in the data active = activation above about 22%;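 note: 0% = vehicle and 100% = reference agonist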
Target sequence (P37231 whole entry, looked up, the tested form may be a part): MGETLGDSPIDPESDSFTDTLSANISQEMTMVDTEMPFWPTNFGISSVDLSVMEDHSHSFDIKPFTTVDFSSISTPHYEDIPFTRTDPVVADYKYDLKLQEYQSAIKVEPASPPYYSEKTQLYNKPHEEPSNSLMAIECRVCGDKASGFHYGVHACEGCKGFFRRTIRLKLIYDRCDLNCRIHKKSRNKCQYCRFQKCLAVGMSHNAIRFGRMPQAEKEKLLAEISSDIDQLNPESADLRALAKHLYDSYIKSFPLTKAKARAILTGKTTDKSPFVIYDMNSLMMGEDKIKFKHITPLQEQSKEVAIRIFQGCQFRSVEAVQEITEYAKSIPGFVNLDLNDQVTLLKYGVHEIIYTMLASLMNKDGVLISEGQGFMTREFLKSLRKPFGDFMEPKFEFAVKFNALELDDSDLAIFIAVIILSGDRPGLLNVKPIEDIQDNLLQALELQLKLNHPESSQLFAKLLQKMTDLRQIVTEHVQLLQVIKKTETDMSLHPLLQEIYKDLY
PPARg SRC3 recr: promotes SRC-3 coactivator recruitment by human PPARgamma; biochemical PPARgamma/SRC-3 coactivator recruitment assay; AID 731; 200,000 compounds, 0.26% hits; activation, % at 8 µM; in the data active = activation above about 23%;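 note: 0% = DMSO and 100% = reference agonist; some compounds past the cut are filed as inactive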
Diaph act CS: activates diaphorase or chemically reduces, flagging diaphorase assay artifacts | Diaphorase/resazurin coupled assay, resorufin fluorescence, 16 min; hits give high values; 1 = vehicle wells, 0 = NADH-free wells | activation factor at 20 µM | 190,000 compounds, 0.005% hits | AID 1229;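 active = diaphorase activity raised at least twofold by the compound at 20 µM; inactive = activation factor below 2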
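test system = bacterial diaphorase enzyme (C. kluyveri) | quantity = enzyme 0.07 U/mL final | reagent = NADH substrate 0.114 mM plus resazurin dye 0.1 mM, final | incubation = 16 min enzyme reaction, ambient temperature | buffer or medium = HEPES pH 7.4 buffer with MgCl2 and Tween 20 | signal = fluorescence of resorufin, 544 nm excitation, 590 nm emission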
ROMK mod: modulators of human ROMK potassium channel. AID 1918. B-score at 10 µM. P48048. 130,000 compounds, 2% hits. Tet-inducible ROMK, thallium flux fluorescence; actives lie on both sides;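 active = signal ratio slope over the read window, or its plate-corrected B-score, at least 3 SD from the plate mean, either direction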;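 note: B-score of the F/F0 ratio slope over 7 to 12 s after thallium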
Diaphorase inh: counter-screen for diaphorase-based assays: diaphorase inhibitors and chemical oxidizers | inhibition, % at 20 µM | diaphorase resazurin-to-resorufin fluorescence, NADH, 16 min; bacterial (C. kluyveri) enzyme, not human | 190,000 compounds, 0.69% hits;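 active = primary screen inhibition at 20 µM above a set limit, cut at about 50% in these data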;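 note: plate controls were DMSO with full reaction for no effect and wells lacking NADH for full effect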
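System: Bacterial diaphorase enzyme (C. kluyveri) | Incubation: 16-min room-temperature incubation before reading | Benchmarks: No-NADH positive control and DMSO neutral control | Measured by: Resorufin fluorescence 544/590 nm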
S1P3 antagonist: antagonists of human S1P3 receptor. Q99500. CHO S1P3 NFAT-BLA reporter, FRET fluorescence, antagonist mode. inhibition, % at 4.98 µM. 170,000 compounds, 0.27% hits;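 active = inhibition above the plate cutoff, the mean inhibition of test wells on that plate plus 3 SD, cut at about 28% in these data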;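 note: cells challenged with S1P at its EC80 of 0.8 µM; blue over green emission ratio from cleaved BLA substrate after 4 h stimulation; 0% = S1P-stimulated wells and 100% = unstimulated DMSO-only wells; some compounds past the cut are filed as inactive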
G6PDH counter: inhibits Leuconostoc G6PDH, flagging false hits in G6PDH-based assays; Purified L. mesenteroides G6PDH, diaphorase/resazurin coupled fluorescence, 45 min; inhibition, % at 5 µM; 200,000 compounds, 0.12% hits; AID 1020; in the data active = inhibition above about 50%
PPARg SRC-1 ag: agonists of human PPARgamma SRC-1 coactivator recruitment; PPARgamma-SRC-1 coactivator recruitment biochemical assay; 200,000 compounds, 0.41% hits; AID 631; activation, % at 8 µM; in the data active = activation above about 19%;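 note: 0% = DMSO and 100% = reference agonist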
PMI act hi M6P: increases human PMI activity with near-saturating mannose 6-phosphate; AID 1216; 190,000 compounds, 0.34% hits; coupled PMI enzyme assay, resazurin fluorescence, 20 min; hits give high values; 1 = untreated enzyme, 0 = substrate-free blank; activation factor at 20 µM;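 active = activation factor of 2 or more at 20 µM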
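Material: human phosphomannose isomerase with PGI, G6PDH, diaphorase coupling enzymes; amount: PMI at 15 ng/mL final; also added: Mannose-6-phosphate 1.0 mM (near-saturating) plus 0.22 mM NADP+; incubation: enzyme reaction with compound 20 min at room temperature; signal: resorufin fluorescence (Ex 544/Em 590 nm) from resazurin via diaphorase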
The depositor's hits bear a star; . = not tested or not shown.

SMILES	PMI act	TR-FRET SRC-2 ct	PPARg SRC2 recr	PPARg SRC3 recr	Diaph act CS	ROMK mod	Diaphorase inh	S1P3 antagonist	G6PDH counter	PPARg SRC-1 ag	PMI act hi M6P
S=C(Nc1ccc(Nc2ccccc2)cc1)NC1CCCCCC1	0.9	1630	3	4	0.7	-1.9	26	-24	9	7	0.9
NC1=NC(=O)/C(=C\c2cccnc2)S1	1	1281	-9	-2	0.9	0.83	7	-11	4	-1	1
COc1ccc(CNC(=O)C2CCCN(S(=O)(=O)c3cc(C)ccc3OC)C2)cc1 (stereo not given)	0.9	1576	2	-6	0.9	.	11	-14	4	5	1
COc1ccc(CCNC(=O)CSc2nnc(CNC(=O)c3cccs3)o2)cc1OC	1	1600	-4	-9	0.9	-0.21	9	.	3	-9	1.1
CCC(=O)Nc1cc(NC(=O)CSc2ncc(-c3ccc(F)cc3)n2Cc2ccco2)ccc1C	1	1913	0	-2	0.8	-1.8	22	2	-5	2	1
CN(C(=O)CSc1nc2cc(C(=O)O)ccc2c(=O)n1Cc1ccccc1)C1CCS(=O)(=O)C1 (stereo not given)	1.3	1736	-2	-2	0.9	-0.005	8	-3	2	4	1.2
OCCNC(=S)NC1CCCCC1	1	1486	4	-2	0.9	0.19	9	.	0	1	1
CCOC(=O)c1ccc2[nH]c(C)cc(=O)c2c1	0.9	1687	7	-1	0.9	.	14	17	5	7	0.9
CC(=O)Cc1nsc(NC(=O)c2ccc(Br)o2)n1	1.1	1413	1	-2	1	.	4	-16	6	-2	1.1
CN(C(=O)COc1nnc(-c2cccs2)c(-c2cccs2)n1)c1ccccc1	0.9	1763	3	5	0.8	.	21	-10	6	8	0.9
COc1ccc(Cc2nnc(NC(=O)CSc3ccc(C)cc3)s2)cc1	0.9	1545	-4	7	0.9	0.75	12	1	11	2	0.9
CCN(C(C)=O)N(CC)c1nc(Cl)nc(NC(C)C)n1	0.9	1520	-3	-2	0.9	0.35	10	-4	12	-1	0.9
Cc1cc(CC(=O)O)c(C)cc1CC(=O)O	1.1	1391	-3	9	1	0.63	2	.	3	2	0.9
COc1ccccc1NC(=O)c1ccc(-n2cncn2)nc1	1.1	1534	0	-4	0.9	0.52	6	8	2	-5	1
COc1ccc(C(=O)CC(c2ccccc2)C2CCCCC2=O)cc1 (stereo not given)	0.9	1403	7	-11	0.8	1	20	.	3	-2	0.9
COc1ccc(N(C(=O)CCl)C(C(=O)NC2CCCCC2)c2cccnc2)cc1 (stereo not given)	1.1	1635	6	4	1	-2.3	0	-2	-14	10	1.2
CCc1nnc(NS(=O)(=O)c2ccc(N/C=C\C(=O)c3ccc4ccccc4c3)cc2)s1	1	1586	-3	0	0.7	0.39	25	-3	-11	-2	1.1
COCCN(C(=O)CSc1nnc(-c2ccccc2C)n1C)c1c(N)n(Cc2ccccc2)c(=O)[nH]c1=O	1	1618	0	-4	1	0.018	-1	10	3	1	1.1
COc1ccccc1NC(=O)c1ccccc1SC	0.9	1594	-5	-3	0.8	.	16	-21	-2	2	0.9
Cc1ccc(-c2nnc(CSc3nnc(C)s3)o2)cc1	1.1	1536	16	3	1	-0.005	1	-12	1	10	1
Cc1ccc(S(=O)(=O)CCSC(=N)N)cc1	1.1	1607	0	7	1	0.11	0	-12	5	-6	1.1
C=CCn1c(C)cc(C(=O)COC(=O)COc2ccccc2C#N)c1C	1	1638	-2	5	0.8	.	16	-21	1	6	0.9
N#Cc1nc(-c2ccc(OCc3ccccc3Cl)cc2)oc1NCCCn1ccnc1	0.9	1660	-3	1	1.5	0.19	-45	-2	0	1	1
O=C(CSc1ncn[nH]1)NC1CCCc2ccccc21 (stereo not given)	1.1	1659	4	3	1.1	0.56	-6	-14	-1	-1	1
Cc1ccc(NC(=O)c2sccc2C)cc1[N+](=O)[O-]	1	1648	7	2	0.9	-1	13	-11	-6	0	1

The list goes on; it opens with the four that closed the last part.
SMILES	PMI act	TR-FRET SRC-2 ct	PPARg SRC2 recr	PPARg SRC3 recr	Diaph act CS	ROMK mod	Diaphorase inh	S1P3 antagonist	G6PDH counter	PPARg SRC-1 ag	PMI act hi M6P
C=CCn1c(C)cc(C(=O)COC(=O)COc2ccccc2C#N)c1C	1	1638	-2	5	0.8	.	16	-21	1	6	0.9
N#Cc1nc(-c2ccc(OCc3ccccc3Cl)cc2)oc1NCCCn1ccnc1	0.9	1660	-3	1	1.5	0.19	-45	-2	0	1	1
O=C(CSc1ncn[nH]1)NC1CCCc2ccccc21 (stereo not given)	1.1	1659	4	3	1.1	0.56	-6	-14	-1	-1	1
Cc1ccc(NC(=O)c2sccc2C)cc1[N+](=O)[O-]	1	1648	7	2	0.9	-1	13	-11	-6	0	1
CCCSc1nc2c(cnn2-c2ccc(C)cc2)c(=O)[nH]1	1	1583	1	4	0.9	.	10	-3	-4	-1	0.9
COc1ccc(CC(=O)OCC(=O)Nc2ccc(C(=O)Nc3ccc(OC)cc3)cc2)cc1	1	1630	-1	-2	1.2	-0.13	-22	-14	4	7	1
CCN(C(=O)c1ccc2c(Cl)c3c(nc2c1)CCC3)c1ccc(C)c(C)c1	0.9	1541	7	7	0.8	-0.023	21	-8	16	12	0.9
O=C(CC1SC2=NCCN2C1=O)Nc1ccc(Cl)cc1 (stereo not given)	0.9	1426	4	0	0.9	.	12	-43	-7	-7	0.9
CCOC(=O)c1[nH]c2cc3c(cc2c1CCCN1C(=O)c2ccccc2C1=O)OCCO3	0.9	1645	-3	7	0.9	.	14	0	2	-3	0.9
COc1cc2cc(C)c3nnc(SCC(N)=O)n3c2cc1OC	0.8	.	.	.	0.6	.	42	5	0	.	0.9
O=C(O)Cn1cc(/C=C2/NC(=O)N(c3ccc(Cl)cc3)C2=O)c2ccccc21	1.2	1841	6	8	0.8	0.99	21	-14	-7	14	1.1
C#Cc1ccc([C@H]2C=C(C(=O)N3CCN(Cc4ccccc4)CC3)O[C@@H](OCC)[C@@H]2CCCO)cc1	0.9	1521	-1	-2	0.8	.	25	-8	5	2	1
CCN1CCN(CCn2c(=S)[nH]c3ccccc3c2=O)CC1	0.9	1496	14	3	0.8	0.53	18	.	4	5	1
Cc1cccc(NS(=O)(=O)Cc2ccccc2)n1	1	1437	4	6	1	-2.6	3	.	-3	-2	1
O=C(CN1N=C(c2ccccc2)CCC1=O)NCCCN1CCc2ccccc2C1	0.9	1219	-3	-4	1	.	5	-3	-10	-1	1.1
CCOc1cc(NC(=S)NCC2CCCO2)c(OCC)cc1NC(=O)c1ccccc1F (stereo not given)	0.8	1414	10	-3	0.7	0.15	27	-9	-5	-1	0.5
Cc1ccc(-c2noc(-c3cccs3)n2)cc1	0.9	1649	1	2	0.9	0.041	7	24	7	-1	1
COC(=O)C1CCN(Cc2cc(=O)oc3cc(OC)ccc23)CC1	1	1524	-3	0	0.9	-0.077	14	-13	2	2	1
CCOC(=O)C1(C(F)(F)F)N=C(N(C)C)OC(N(C)C)=N1	1	1461	0	16	0.9	.	11	0	5	-2	1
COc1cc(C(=O)OCC(=O)NC2CCCC2)cc(NC(=O)c2ccco2)c1OC	1	1304	7	3	0.9	.	5	-17	4	-9	1
CCc1ccccc1NC(=O)CN(C)C(=O)CSc1nnc(Nc2cccc(C)c2C)s1	1.1	1330	5	0	1	0.22	-1	-5	0	-1	1
Cc1cnc(NC(=O)CSc2nnc(Cc3ccccc3)n2C)s1	0.9	1542	1	12	0.8	.	16	10	-3	0	0.9
CC(=O)c1sc(NC(=O)CCOc2ccccc2)nc1C	1	1948	12	14	0.9	-0.4	14	6	-2	16	0.9
COc1ccc(Nc2ncnc3c2cnn3-c2ccccc2)cc1OC	1.1	1569	2	14	0.8	.	21	23	-31	5	1.4
CCN1CCN(Cc2c(O)c(Cl)cc3c(C)cc(=O)oc23)CC1	1	1423	-1	-11	0.9	0.025	8	4	1	7	0.8
O=C(CSc1ccccc1)N/N=C/c1ccccc1O	1.1	1464	-4	3	1	-1	0	11	-6	5	1.3
Cc1cc2ncn(C3CC(=O)N(Cc4ccccc4)C3=O)c2cc1C (stereo not given)	0.9	1561	7	-3	0.9	-1.3	12	23	-27	-1	1
O=C(Nc1ccc(N2CCOCC2)c(Cl)c1)c1cccc(F)c1	0.9	1303	-8	7	1.1	0.035	-7	32	-1	-5	1
O=c1ccnc(Nc2ccc3c(c2)OCCO3)[nH]1	1	1631	7	1	0.9	-0.18	6	-32	10	2	0.9

The results go on:
SMILES	PMI act	TR-FRET SRC-2 ct	PPARg SRC2 recr	PPARg SRC3 recr	Diaph act CS	ROMK mod	Diaphorase inh	S1P3 antagonist	G6PDH counter	PPARg SRC-1 ag	PMI act hi M6P
CC1CC2(NC(=O)NC2=O)C(C)CN1C (stereo not given)	1.1	1466	5	-1	0.9	.	6	.	10	2	1.1
CC(C)OC(=O)c1ccc(N2C(=O)C3CC=CCC3C2=O)cc1 (stereo not given)	1	1551	3	6	0.9	.	10	-6	1	-1	1
CCC(C)NS(=O)(=O)c1ccc(OCC(=O)NCc2ccc(OC)cc2)cc1 (stereo not given)	1	1704	-4	-1	1	-1.7	0	-2	4	-2	1.1
CCc1cccc(NC(=O)CN(c2ccc(OC)cc2)S(=O)(=O)c2c(C)n[nH]c2C)c1	0.9	1490	3	5	0.8	.	16	-10	3	6	0.9
CC1=CC(C)(C)N2C(=O)C3(C(C#N)=C(N)OC4=C3C(=O)CC(C)(C)C4)c3c(C)c(C)cc1c32 (stereo not given)	0.9	1366	5	3	0.9	-0.37	13	.	19	6	0.9
C/C(=N\NC(=O)c1ccncc1)C12CC3CC(CC(C3)C1)C2	1.1	1512	-5	0	1	.	-4	17	12	1	1.1
Cc1c(NC(=O)CSc2nc3ccccc3n2C)c(=O)n(-c2ccccc2)n1C	1	1679	12	10	0.8	0.52	15	18	-1	8	1
CC(=O)Nc1cccc(NC(=O)Cc2nc(-c3ccccc3)sc2-c2ccc(C)cc2)c1	0.9	1620	2	1	0.7	-0.25	33	2	9	-3	0.6
Nc1sc(-c2ccccc2)c(Cc2ccccc2)c1C(=O)O	0.9	1775	13	10	0.9	0.93	13	9	12	10	0.8
N#CCCN(C(=O)COc1ccc(Cl)cc1Cl)c1ccccc1	1	1355	6	6	0.9	-0.051	14	-3	-4	4	1
Clc1ccc(CCNc2ncnc3nc[nH]c23)cc1	0.9	1467	1	-3	0.9	.	12	-28	-18	-5	0.9
Cc1nc(SCC(=O)NNC(=O)c2cccs2)[nH]c(=O)c1C	1.1	1351	1	5	1.2	-0.12	-25	-24	9	0	1.1
